Screens deposited in PubChem BioAssay by National Center for Advancing Translational Sciences (NCATS).
JMJD2A Tudor – blocks the human JMJD2A Tudor domain | AlphaScreen JMJD2A-Tudor / H3K4me3 peptide binding | Potency, µM (highest dose often 114 µM), for inactives: top-dose activity change, negative = inhibition, actives largely listed as inhibitors | O75164 | 390,000 compounds, 4.4% hits; note: potency is the fitted concentration of half-maximal effect; % is set by controls: 0 for no effect and ±100 for the full control effect; nearly all actives have a fitted effect of over 50% in size
PGK inhibitor – inhibitors of T. brucei phosphoglycerate kinase | P07378 | Potency, µM (highest dose often 57.5 µM), for the others: at the top dose activity change, negative = inhibition, actives largely listed as inhibitors | 380,000 compounds, 0.043% hits | PGK/GAPDH coupled, Kinase-Glo luminescence, 60 min | AID 602233; note: potency is the fitted concentration of half-maximal effect; % is set by controls: 0 for no effect and ±100 for the full control effect; nearly all actives have a fitted effect of over 60% in size
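Luminescent ATP detection (Kinase-Glo Plus) follows a 60-minute room-temperature incubation, with wells lacking PGK as controls. Buffer: 100 mM TEA (pH 7.6), 5 mM MgCl2, 0.01% Tween-20. Coupling enzyme GAPDH (100 nM final) supplies unstable 1,3-BPG in-well.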
BAZ2B block – BAZ2B (human) inhibition; AID 504333; 360,000 compounds, 4.4% hits; Potency, µM (titrated, usually from 114 µM), for inactives: top-dose activity change, negative = inhibition, hits mostly inhibitors; AlphaScreen BAZ2B-H3K14Ac peptide displacement; note: potency is the fitted concentration of half-maximal effect; % is set by controls: 0 for no effect and ±100 for the full control effect; nearly all actives have a fitted effect of over 60% in size
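BAZ2B (50 nM) with biotin-H3(5-23)K14Ac peptide (50 nM) in PBS pH 7.4, 0.01% Tween-20, preformed 30 min, then compound 30 min at room temperature; top concentration 110uM. AlphaScreen streptavidin donor/nickel chelate acceptor beads (10 ug/mL final), 20 min dark, signal read.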
PI4K2A block – inhibitors of human PI4K2A. Q9BTU6. purified PI4K2A, ADP-Glo luminescence, 1 h; stronger effect = lower value. activity change, negative = inhibition, % at 76.9 µM. 420,000 compounds, 0.13% hits; in the data active = activity change below about -50%; inconclusive = mostly about -30% to -49%;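 note: -100% = wells without enzyme as full effect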
Target sequence (Q9BTU6 whole entry, looked up): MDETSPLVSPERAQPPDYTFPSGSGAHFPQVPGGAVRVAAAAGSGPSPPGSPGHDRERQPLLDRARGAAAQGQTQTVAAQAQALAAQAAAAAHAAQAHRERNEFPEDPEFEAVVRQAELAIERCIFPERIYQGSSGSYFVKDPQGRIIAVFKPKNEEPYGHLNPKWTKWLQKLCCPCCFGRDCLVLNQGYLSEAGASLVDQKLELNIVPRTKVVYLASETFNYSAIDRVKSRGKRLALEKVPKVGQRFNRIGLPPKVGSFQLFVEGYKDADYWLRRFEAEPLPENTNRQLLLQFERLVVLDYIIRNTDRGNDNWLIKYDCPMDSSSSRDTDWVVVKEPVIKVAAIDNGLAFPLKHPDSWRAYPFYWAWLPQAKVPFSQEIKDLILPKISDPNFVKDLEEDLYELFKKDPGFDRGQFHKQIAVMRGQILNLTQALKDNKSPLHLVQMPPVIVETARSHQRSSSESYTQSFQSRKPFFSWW
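In this quantitative HTS, ADP production by PI4K2A was quantified luminescently after 1 h at ambient temperature; 100 microM adenosine served as plate-quality control.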
G9a block – blocks human histone lysine methyltransferase G9a; Q96KQ7; G9a H3K9 monomethylation, AlphaScreen, 2 h; Potency, µM (highest dose often 102 µM), inactives show at the highest dose activity, negative = inhibition, actives largely listed as inhibitors; 350,000 compounds, 8.8% hits; AID 504332; note: potency is the fitted concentration of half-maximal effect; % is set by controls: 0 for no effect and ±100 for the full control effect; nearly all actives have a fitted effect of over 75% in size
Target sequence (Q96KQ7 913-1193 limits assumed): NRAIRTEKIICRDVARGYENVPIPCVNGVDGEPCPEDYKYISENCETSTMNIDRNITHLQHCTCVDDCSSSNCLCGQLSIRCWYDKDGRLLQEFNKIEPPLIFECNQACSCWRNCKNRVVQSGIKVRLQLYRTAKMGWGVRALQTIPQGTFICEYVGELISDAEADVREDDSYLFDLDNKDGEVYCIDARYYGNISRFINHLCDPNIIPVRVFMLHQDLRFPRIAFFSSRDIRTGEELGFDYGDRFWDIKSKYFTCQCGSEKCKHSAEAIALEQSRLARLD
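Readings reflect AlphaScreen signal from monomethyl-H3K9 antibody detection. HMT at 20 nM; substrate b-H3K9 500 nM; cofactor SAM 20 uM; 2 h RT reaction; compounds tested as titrations in qHTS with 15 min preincubation.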
HP1b binding inh – inhibitors of HP1-beta chromodomain binding to methylated histone tails | 390,000 compounds, 0.56% hits | P83916 | AID 540317 | AlphaScreen HP1-beta / biotin-H3K9me3 peptide binding | Potency, µM (doses to about 114 µM), for inactives: at the top dose activity change, negative = inhibition, actives largely listed as inhibitors; note: potency is the fitted concentration of half-maximal effect; nearly all actives have a fitted effect of over 70% in size; inactives centre near 23
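HP1-beta protein (50 nM final) preincubated 30 min at room temperature with biotinylated H3(1-18)K9me3 peptide (50 nM) in PBS pH 7.4, 0.01% Tween-20, then compound added for 30 min. AlphaScreen streptavidin donor/nickel chelate acceptor beads (10 ug/mL final), 30 min dark, luminescence read.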
GLS inh – inhibitors of human glutaminase (GLS). 410,000 compounds, 0.21% hits. Potency, µM (titrated, usually from 45.5 µM), for inactives: at the top dose activity change, negative = inhibition, most hits filed as inhibitors. AID 624170. GLS enzymatic activity, qHTS titration; note: potency is the fitted concentration of half-maximal effect; % is set by controls: 0 for no effect and ±100 for the full control effect
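Assay buffer: 45 mM KH2PO4 pH 8.2, 0.02% Tween-20. hKGA acts on L-glutamine (1 mM solution added); product glutamate is reported by an oxidase/peroxidase Amplex Red coupling, with fluorescence taken at baseline and 30 min.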
ERG Ets-DNA blk – ERG Ets/DNA interaction inhibition; P11308; fluorescence polarization, His-ERG Ets domain / labelled DNA; Potency, µM (highest dose often 76.9 µM), without a hit: at the highest dose FP activity, negative = inhibition, hits mostly inhibitors; 370,000 compounds, 0.028% hits; active = well fitted inhibition curve with a large enough effect in the polarisation, with a control signal flat; inconclusive = small, poorly fitted or top-dose-only effect, or effect the other way, or a change in a side signal; inactive = no such curve, though single readings can be large or run the other way; the % refers to the polarisation;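 note: polarization taken with two DNA probes labelled with fluorescein and Texas red; potency is the fitted concentration of half-maximal effect; % of control where 0% means no effect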
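His-tagged ERG Ets domain (1 uM in the protein solution; 300mM KCl, 50mM Tris-HCl, 1mM EDTA, 1mM DTT, pH 7.5) received compound, then a probe mix of 5 nM fluorescein-DNA and 100nM Texas-615-DNA. Fluorescence polarization was read for both dyes.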
Pin1 inh – inhibitors of human Pin1; 390,000 compounds, 0.009% hits; Pin1 FP peptide displacement, HiFluor488, 10 min; Q13526; Potency, µM (doses to about 115 µM), inactives show at the top dose activity, negative = inhibition, actives largely listed as inhibitors; active = well fitted inhibition curve with a large enough effect in the polarisation, with a control signal flat, not every such curve was filed as active; inconclusive = small, poorly fitted or top-dose-only effect, or effect the other way, or a change in a side signal; inactive = no such curve, though single readings can be large or run the other way; the % refers to the polarisation; note: potency is the fitted concentration of half-maximal effect; % is set by controls: 0 for no effect and ±100 for the full control effect
Target sequence (Q13526 whole entry, looked up): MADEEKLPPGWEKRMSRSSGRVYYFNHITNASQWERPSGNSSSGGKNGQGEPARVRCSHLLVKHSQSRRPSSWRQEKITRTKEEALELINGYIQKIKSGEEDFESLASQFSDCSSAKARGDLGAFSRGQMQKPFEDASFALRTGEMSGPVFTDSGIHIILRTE
* = called active by the depositor; i = inactive; ? = inconclusive; . = not tested or not shown; [ ] = remark or other dose. Unless noted, calls come from the whole dose curve; as a rule, active = well fitted curve in the direction sought with a large enough effect; inconclusive = small, poorly fitted or top-dose-only effect, or another doubt; inactive = no such curve, though single readings can be large; an effect the other way counts as inactive or inconclusive.

SMILES	JMJD2A Tudor	PGK inhibitor	BAZ2B block	PI4K2A block	G9a block	HP1b binding inh	GLS inh	ERG Ets-DNA blk	Pin1 inh
CCCS(=O)(=O)Nc1cccc(-c2cn3c(n2)SCC3)c1	-26%	-11%	-35%	4	-18%	-1%[57 µM]	-2%	-7%	7%
CC(Cc1ccccn1)NC(=O)CCc1nnc(C2CCCCC2)o1 (stereo unspecified)	-14%	-7%	8%	4	.	13%	-12%	3%[15.4 µM]	-9%
COC(=O)c1ccc(NC(=O)Cc2coc3cc(C)ccc23)cc1	-14%	i	-10%	-2	8%[59 µM]	44%[activator]	-1%	-3%	-4%
Cc1noc(C)c1S(=O)(=O)N(C)C[C@H]1Oc2ccc(NC(=O)C3CC3)cc2C(=O)N([C@H](C)CO)C[C@@H]1C	-1%	1%	.	6	.	41%[activator]	-8%	-8%	-2%
CN(C)C(=S)Nc1ccc2c(c1)OCO2	-3%	1%	-22%	-1	8.9µM*	-35%	-2%	-7%	-5%
COc1cc2nc(CN(C)Cc3ccc(SC)cc3)[nH]c(=O)c2cc1OC	-10%[11.4 µM]	-2%	-33%	-6	11%	64%[activator]	-2%	3%	-10%
c1cc2c3c(cccc3c1)C(N1CCCCC1)=N2	-13%[11.4 µM]	3%	9%	-9	-13%	37%	?	1%	-15%
CC1=NC(=O)C(N=Nc2cccc(O)c2)N1c1ccccc1 (stereo unspecified)	32µM*	-4%	20µM*	0	?	?	18%	-3%	-2%
O=C(CSc1nc2ccccc2nc1Cc1ccc(F)cc1)Nc1ccc2c(c1)OCO2	-13%	i	-1%	-1	8%[59 µM]	14%[57 µM]	7%	1%	-1%
Fc1ccc(CSc2nnc(-c3cc4c(s3)-c3ccccc3CC4)o2)cc1	68%[activator]	0%	107%[activator]	-1	116%[activator]	216%[activator]	8%	-3%	5%
CCOc1ccccc1NC(=O)C(c1ccccc1)N1CCN(CC(=O)N2CCOCC2)CC1 (stereo unspecified)	-1%	0%	6%	0	?	35%	2%	1%	1%
Cc1cc(C(=O)N/N=C/c2ccc(-c3cccc(Cl)c3Cl)o2)n[nH]1	?	-16%	1%	-2	-12%[59 µM]	5%	0%	-3%	20%
C=CCNC(=S)NNC(=O)c1cccn(Cc2cccc(Cl)c2)c1=O	-21%	-2%	0%	8	-11%[59 µM]	20%	-11%	-6%	6%
CCCn1c(=S)[nH]c2cc(C(=O)N3CCN(C(=O)OCC)CC3)ccc2c1=O	-2%	i	-18%	0	9%	54%[activator]	-15%	-1%	-2%
CCOC(=O)c1[nH]c(C)c(C(=O)Nc2ccccc2C)c1C	-20%	-5%	-3%	-1	?	16%	-1%	11%	-11%
Cc1cc(NC(=O)CN2CCN(S(=O)(=O)c3ccc(Cl)cc3)CC2)no1	-13%	3%	-6%	-1	-49%[59 µM]	34%	2%	-3%	2%
Cc1c(Cl)cccc1NC(=S)NCc1ccccc1	-10%	-1%	.	-2	.	40%	9%	12%	-2%
CC(NCCO)C(=O)C12CC3CC(CC(C3)C1)C2 (stereo unspecified)	-16%[57.1 µM]	-9%	-2%	2	-4%[59 µM]	49%[activator]	2%	6%	-1%
Cc1cc(C)c(S(=O)(=O)Nc2ccc(C(N)=O)cc2)c(C)c1	-4%	-6%	-9%	0	-2%	24%	-3%	1%	-5%
COc1ccc(NC(=S)NCc2ccc(F)cc2)c(OC)c1	-20%	-8%	-21%	-1	-6%[0.501 µM]	18%	21%	-6%	-1%

Record cards, from the list above. Screens in order: JMJD2A Tudor, PGK inhibitor, BAZ2B block, PI4K2A block, G9a block, HP1b binding inh, GLS inh, ERG Ets-DNA blk, Pin1 inh
`COc1ccc(NC(=S)NCc2ccc(F)cc2)c(OC)c1` reads -20%, -8%, -21%, -1, -6%[0.501 µM], 18%, 21%, -6%, -1%
`Cc1cc(C(=O)N/N=C/c2ccc(-c3cccc(Cl)c3Cl)o2)n[nH]1` reads ?, -16%, 1%, -2, -12%[59 µM], 5%, 0%, -3%, 20%

(cont.)
SMILES	JMJD2A Tudor	PGK inhibitor	BAZ2B block	PI4K2A block	G9a block	HP1b binding inh	GLS inh	ERG Ets-DNA blk	Pin1 inh
CC(Sc1nnc(-c2ccco2)n1-c1ccccc1)C(=O)NCC1CCCO1 (stereo unspecified)	-16%	0%	5%	3	-4%[59 µM]	21%	4%	-3%	-4%
COC(=O)[C@]1(C)N[C@H](CN(C)C(=O)Nc2ccc(C)cc2)[C@@H]2C(=O)N(C)C(=O)[C@@H]21	-26%	-9%	.	-2	.	25%	10%	10%	-3%
COc1cc(/C=C/C(=O)OCC(=O)NC(=O)C2COc3ccccc3O2)ccc1OC(F)F (stereo unspecified)	-11%	-6%	.	0	.	27%	-8%	-6%	-3%
CSc1nnc(C(C)c2ncc(C(F)(F)F)cc2Cl)n1C (stereo unspecified)	-20%	-10%	-1%	-4	11%	-10%	-2%	10%	7%
COc1ccc(S(=O)(=O)c2c(Nc3ccc(F)cc3)sc(C(=O)c3ccc(C)cc3C)c2N)cc1	?	-7%	?	-3	-29%[59 µM]	5%[57 µM]	-6%	3%	3%
O=C(CSc1nnc(-c2ccncc2)n1Cc1ccco1)N1c2ccccc2Sc2ccc(Cl)cc21	?	-3%	-2%	5	?	-17%	24%	-10%	38%[activator]
COC(=O)c1ccc(C(=O)OC)c(NC(=O)CSc2n[nH]c(N)n2)c1	-10%	2%	.	11	.	15%	-2%	-3%	-6%
CCN(CC)S(=O)(=O)c1ccc(S(=O)(=O)N2CCC(C(=O)NC3CCN(Cc4ccccc4)CC3)CC2)cc1	0%	2%	-13%	1	-6%	9%	-11%	13%	-1%
CC(=O)c1c(C)[nH]c(C(=O)COC(=O)CNS(=O)(=O)c2ccccc2)c1C	-15%	2%	-4%	1	17%	35%	4%	6%	-4%
O=C(c1cccnc1)n1nc(NCc2ccccc2)nc1NCc1ccccc1	-28%	-7%	?	2	?	10%	-10%	4%	3%
CC(=O)N(CCc1ccccc1C)Cc1cc2cc(C)ccc2[nH]c1=O	-1%	0%	9%	-1	.	37%	-8%	1%	2%
CC(CCc1ccccc1)NC(=O)/C=C/c1ccc(Cl)cc1 (stereo unspecified)	-3%	-11%	-5%	-3	23%[59 µM]	28%	0%	-3%	2%
COc1cc(NS(=O)(=O)c2ccc(N/C=C(\C#N)c3nc4cc(Cl)ccc4o3)cc2)nc(OC)n1	?	-6%	-39%	-3	-7%[59 µM]	16%	46%[activator]	1%	70%[activator]
O=C(Nc1cccc(C(F)(F)F)c1)C1CCN(c2nnc(-n3cccc3)s2)CC1	-12%	-6%	2%	-4	-1%[59 µM]	32%	-6%	4%	0%
COCCCNC(=O)C1CCN(Cc2cc3ccccc3n2Cc2ccccc2C)CC1	-31%	6%	?	-4	-5%[59 µM]	0%	9%	-3%	3%
COc1ccc(-n2cnc3cc(NS(=O)(=O)c4ccccc4)ccc32)cc1	-36%	.	3%	4	?	9%	7%	.	?
Cc1nc(-c2ccc(F)cc2)c(CC(=O)N(C)CC(=O)Nc2ccc(Br)cc2C)s1	-33%	i	-19%	-13	32µM*	6%	-3%	0%	-7%
O=C1c2cccnc2C(=O)N1Cc1ccc(S(=O)(=O)NCc2ccco2)cc1	-13%	-2%	-37%[57.1 µM]	0	25%	21%	-16%	-1%	2%
CCc1ccc(CCN2C(=O)c3ccccc3C2=O)nc1	-6%	i	8%	3	.	6%	11%	14%	-5%
CC(Oc1ccc(Cl)cc1)C(=O)Nc1nccs1 (stereo unspecified)	-15%	0%	-37%	-3	?	35%	-12%	1%	-6%
Cc1cccc(N2CCN(C(=O)/C=C/c3ccco3)CC2)c1C	?	i	50µM*	-5	11µM*	-33%	5%	5%	-6%
Cc1nc(-c2ccc(Cl)cc2)sc1C1(C)CC(c2ccc(OC(F)(F)F)cc2)=NO1 (stereo unspecified)	36%[activator]	-9%	41%[activator]	6	-7%[12.7 µM]	79%[activator]	-12%	2%	-6%
S=c1nc(-c2ccccc2)[nH]c2ccccc12	-7%	-2%	-25%	-3	50µM*	48%[activator]	1%	22%	0%
CC(Oc1cccc(Cl)c1)C(=O)Nc1cc(S(=O)(=O)N2CCCCC2)ccc1N1CCOCC1 (stereo unspecified)	-14%	-1%	4%	1	-51%[59 µM]	18%	-3%	-2%	2%
O=S(=O)(c1ccc(Cl)cc1)N1CCC2(CC1)CO2	-23%[57.1 µM]	i	-7%	4	-2%	-17%	-3%	-3%	1%
CCOc1cc(C2C(C(C)=O)=C(O)C(=O)N2CCc2c[nH]c3ccccc23)ccc1O (stereo unspecified)	-18%	-9%	-32%	-10	?	19%	-2%	8%	-6%
Cc1onc(-c2c(Cl)cccc2Cl)c1NC(=O)N1CCSCC1	-2%	-9%	1%	-1	42%[59 µM]	28%	15%	-4%	-2%
COc1cc(N(C)C)c([N+](=O)[O-])cc1C(=O)N1CCOCC1	-13%	-4%	-15%	5	-11%	-3%	3%	7%	0%
CCCSc1ccccc1C(=O)N1CCN(C(=O)c2ccco2)CC1	-16%	4%	-19%	1	-8%	34%	8%	-5%	0%
